Source: PubChem BioAssay
inhibitors of VEEV = inhibitors of VEEV TC-83 cytopathic effect, confirmation, Vero cells (AID 588727) | Vero cells, VEEV TC-83 cytopathic effect inhibition; higher % means a stronger effect | 350,000 compounds, 0.13% hits | inhibition, % at 20 µM, or IC50 in µM where a hit was titrated; in the data active means a potency from the dose series; inconclusive means inhibition mostly from about 14% at the one dose, without a potency; inactive means the rest, 99 in 100 with inhibition below about 12%; further: strong numbers were not always called active
PhoP GFP inhibition = Inhibition of PhoP regulon, Salmonella typhi GFP reporter cells, confirmation, 4 h (AID 1850). 310,000 compounds, 0.33% hits. inhibition, % at 50 µM, or IC50 in µM where a hit was titrated. Salmonella Typhi PhoP-promoter GFP reporter, fluorescence, 4 h; higher % means a stronger effect; in the data active means a potency from the dose series; inconclusive means inhibition mostly from about 25% at the one dose, without a potency; inactive means the rest, 99 in 100 with inhibition below about 19%;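 further: 0% = induced wells with vehicle and 100% = uninduced wells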
M. tuberculosis HTS = M. tuberculosis growth inhibition, HTS (AID 449762). M. tuberculosis H37Rv growth inhibition, 7H9 media; higher % means a stronger effect. 330,000 compounds, 0.59% hits. one-dose inhibition, % at 25 µM; IC50 in µM for titrated hits; in the data active means a potency from the dose series; inconclusive means inhibition above about 70% without an active follow-up result;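 further: bacterial growth assessed after seven days of incubation; strong numbers were not always called active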
tuberculosis growth = growth inhibition of non-replicating M. tuberculosis (AID 488890); Mycobacterium tuberculosis non-replicating, growth inhibition; higher % means a stronger effect; inhibition, % at 25 µM; hits with a dose series show IC50 in µM; 320,000 compounds, 0.39% hits; in the data active means a potency from the dose series; inconclusive means inhibition mostly from about 82% at the one dose, without a potency; inactive means the rest, 99 in 100 with inhibition below about 76%;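 further: plate controls were DMSO cells for no effect and high antibiotic wells for full effect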
influenza NS1A = H1N1 influenza NS1A inhibitors, functional cell based assay (AID 504329) | NS1A functional cell-based assay, percent inhibition; higher % means a stronger effect | inhibition, % at 12.5 µM; hits with a dose series show IC50 in µM | 340,000 compounds, 0.3% hits; in the data active means a potency from the dose series; inconclusive means inhibition above about 27% without an active follow-up result; further: strong numbers were not always called active
inhibitors of VEEV 10K pilot screen = also measured in inhibitors of VEEV; calls as there; inhibition, %; measured here: 10K pilot screen inhibition
* hit, by the source's call; i = inactive; ? = inconclusive; · = not tested or not shown.

SMILES | inhibitors of VEEV | PhoP GFP inhibition | M. tuberculosis HTS | tuberculosis growth | influenza NS1A | others
CC1=NN(C(=O)Cc2ccc([N+](=O)[O-])cc2)C(O)(c2cccnc2)C1 (stereo not drawn) | 1.9% | 11% | 5% | -18% | 18%
COCC(C)NC(=O)CSc1nc2cc(S(=O)(=O)N3CCCCC3)ccc2o1 (stereo not drawn) | 0.8% | · | -10% | 18% | -7%
CC(=O)c1ccc(N2CCN(C(=O)c3cccs3)CC2)c(F)c1 | 1.3% | -3% | 1% | 46% | -3%
Cc1nn(C(C)(C)C)c(OC(=O)c2cccs2)c1Sc1ccccc1 | 5.4% | 1% | -5% | -11% | 2%
Cc1ccnc(NC(=O)c2cc3ccccc3o2)c1 | 1.4% | -4% | 44µM* | 4.7µM* | -2%
O=C(CN1C2=NCCN2c2ccccc21)c1ccco1 | i | 32% | -1% | 1% | -1%
O=C(O)C1CCN(C(=O)c2csc(-c3ccc4c(c3)CCO4)n2)CC1 | 1.1% | -1% | -5% | -25% | 6%
CC(C)(C)Cc1nnc(NC(=O)Cc2ccc([N+](=O)[O-])cc2)s1 | 0.3% | -2% | -6% | 10% | -7%
CCN(CC)c1ccc(NC(=O)Nc2ccc(C(C)=O)cc2)cc1 | 5.3% | 2% | -1% | 56% | 8%
O=c1nc(SCc2c(F)cccc2Cl)nc(-c2ccccc2)[nH]1 | · | 2% | -9% | 7% | ·
O=C(CSc1nnc(-c2ccncc2)s1)Nc1ccc(Cl)c(C(=O)O)c1 | 0.8% | 3% | 9% | -1% | -9%
CCOC(=O)c1sc(NS(=O)(=O)c2ccccc2Cl)nc1C | 1.2% | -5% | -10% | 18% | -3%
CC(C)C(NC(=O)c1ccc2c(c1)OCO2)C(=O)N/N=C\c1ccco1 (stereo not drawn) | 0.3% | 4% | 2% | 25% | -7%
CCN(CC)S(=O)(=O)c1cccc(-c2nnc(SCC(=O)NC3CCCCCCC3)n2N)c1 | i | -8% | -12% | 16% | 2%
CCOC(=O)c1c(NC(=O)Cc2ccccc2)sc2c1CC(C)(C)NC2(C)C | 6.4% | -2% | 6% | · | 8%
O=C(CN1CCc2ccccc2C1)Nc1ccc(OC(F)(F)F)cc1 | 0.1% | -2% | 1% | 15% | 6%
Brc1ccccc1OCCCCN1CCCCC1 | i | 3% | 1% | 4% | 3%
CCCC(C)c1nnc(NC(=O)C2CCCO2)s1 (stereo not drawn) | 1.1% | -6% | 1% | 1% | -1%
Cc1ccc(S(=O)(=O)c2c(N)n(C)c3nc4ccccc4nc23)cc1 | 8.1% | -1% | -3% | 13% | -22%
O=C(O)CCCC(=O)N1N=C(c2ccccc2)CC1c1cccs1 (stereo not drawn) | 1.0% | 0% | 0% | -2% | 4%
O=S(=O)(c1ccc(Cl)cc1)N1CCN(CCc2ccncc2)CC1 | 0.6% | 7% | -9% | 7% | 6%
CCC(=O)Nc1cc(-c2nn(C)c(=O)c3ccccc23)ccc1N1CCCCC1 | 4.8% | 2% | -1% | 24% | 17% | inhibitors of VEEV 10K pilot screen=3.1
CC(=O)Nc1ccc(S(=O)(=O)NCC(=O)OCC(=O)c2cc(C)n(-c3ccc4c(c3)OCO4)c2C)cc1 | 2.1% | -5% | -14% | 50% | 11%
CCCCn1c(N)c(N(CCOC)C(=O)C2CC(=O)N(c3ccc(CC)cc3)C2)c(=O)[nH]c1=O (stereo not drawn) | i | · | 5% | 5% | -3%
O=C(NCC(c1ccco1)N1CCc2ccccc21)C(=O)Nc1ccc(F)cc1F (stereo not drawn) | 9.3% | 5% | 27% | 0% | -6%

Fetched by structure from the list above (4):
SMILES | inhibitors of VEEV | PhoP GFP inhibition | M. tuberculosis HTS | tuberculosis growth | influenza NS1A | others
CC(C)(C)Cc1nnc(NC(=O)Cc2ccc([N+](=O)[O-])cc2)s1 | 0.3% | -2% | -6% | 10% | -7%
CCC(=O)Nc1cc(-c2nn(C)c(=O)c3ccccc23)ccc1N1CCCCC1 | 4.8% | 2% | -1% | 24% | 17% | inhibitors of VEEV 10K pilot screen=3.1
CC(C)C(NC(=O)c1ccc2c(c1)OCO2)C(=O)N/N=C\c1ccco1 (stereo not drawn) | 0.3% | 4% | 2% | 25% | -7%
Cc1ccnc(NC(=O)c2cc3ccccc3o2)c1 | 1.4% | -4% | 44µM* | 4.7µM* | -2%

New compounds follow:
SMILES | inhibitors of VEEV | PhoP GFP inhibition | M. tuberculosis HTS | tuberculosis growth | influenza NS1A | others
COC(=O)C1=C(C)N(C)C(=S)NC1c1ccc(OC)cc1OC (stereo not drawn) | 0.3% | 2% | 3% | -3% | -9%
CC(C)CC(=O)NC(=S)NNC(=O)c1ccc(NC(=O)C2CCCCC2)cc1 | ? | 2% | ? | 63% | -1%
CC1CCC2(CC1)NC(=O)N(CC(=O)NCc1cccs1)C2=O (stereo not drawn) | 0.7% | 9% | 4% | -15% | 0%
COc1ccccc1OCC(O)CN1CCOCC1 (stereo not drawn) | 0.6% | -5% | 1% | 12% | -12%
COc1cc(-c2nc(-c3ccccc3)c(-c3cccs3)[nH]2)cc(OC)c1O | i | 2% | 8% | 12% | 22%
COc1ccc(CCN2CC(C(=O)NCCc3ccc(F)cc3)CCC2=O)cc1 (stereo not drawn) | 0.8% | 3% | 7% | -3% | -9%
COc1cccc(NC(=O)CN(C)C(C)C(=O)Nc2ccc(C(C)=O)cc2)c1 (stereo not drawn) | 2.2% | 9% | 1% | 28% | 13%
CCCCCCn1nc(C(=O)N(CCCC)c2c(N)n(CCC)c(=O)[nH]c2=O)c2ccccc2c1=O | 0.2% | · | -1% | -9% | -16%
COc1ccc(CNC(=O)N2CCN(S(=O)(=O)c3ccccc3)CC2)cc1 | 0.6% | 2% | 13% | -6% | -10%
CCN1CCN(CC(=O)Nc2cc3c(cc2C(C)=O)OCO3)CC1 | 0.2% | 18% | -12% | -13% | -17%
CN1CCN(C(c2cccc(C(F)(F)F)c2)c2nnnn2Cc2ccccc2)CC1 (stereo not drawn) | i | 15% | -5% | -2% | -3%
COc1ccc(CNC2CCCC2)c(OC)c1OC | 3.9% | -6% | 5% | -6% | 4% | inhibitors of VEEV 10K pilot screen=0.7
COc1ccc(OC)c(-c2csc(N(CC3CCCO3)C(=O)Cc3ccccc3)n2)c1 (stereo not drawn) | 3.3% | -2% | -6% | 13% | 5%
O=C(Nc1ccc(O)c2c(=O)cc(-c3ccccc3Cl)oc12)c1ccc(Cl)c(Cl)c1 | 5.4% | 6% | -2% | -3% | 1%
C[C@]12c3[nH]c4ccccc4c3CCN1C(=O)C(CC(=O)NCCc1ccccn1)C[C@@H]2C(=O)N1CCCCC1 (stereo partly drawn) | i | · | 3% | 9% | -14%
CC(C)CC(=O)NCc1ccc(F)cc1 | 1.9% | 5% | -2% | 13% | 3%
CCN(CC)CCC(c1ccc(N(C)C)cc1)c1c(O)cc(OC)cc1OC (stereo not drawn) | 0.4% | 5% | 7% | 18% | 15%
Cc1cc(-c2[nH]nc3c2C(c2cccc(O)c2)C(C#N)=C(N)O3)c(C)s1 (stereo not drawn) | 2.5% | 5% | 11% | 30% | 20%
O=[N+]([O-])c1ccccc1/C=C/CN1CCCCC1CO (stereo not drawn) | i | 9% | 2% | -2% | -6%
C=CC[C@H](CC(=O)NCCO)C(=O)N[C@H](C)COC(=O)[C@@H](CC=C)Cc1ccc(F)cc1 | i | · | -7% | 15% | -15%
COC(=O)c1ccccc1NC(=O)C1(S(=O)(=O)c2ccc(Cl)cc2)CC1 | 0.3% | 1% | -3% | -5% | 7%
CCCN(CCC)CCNS(=O)(=O)c1ccc2c(c1)CCN2C(=O)C1CCC1 | i | 4% | -1% | 17% | -6%
CSc1nc2nc3c(cc2c(=O)n1-c1ccccc1C)COC(C)(C)C3 | i | -9% | -7% | 8% | 3%
CC(Sc1ccccc1)C(=O)Nc1ccc(S(=O)(=O)N2CCOCC2)cc1 (stereo not drawn) | 0.9% | 2% | -2% | 13% | 15%
CC(C)C(NS(=O)(=O)c1cccs1)C(=O)N1CCC(C(N)=O)CC1 (stereo not drawn) | i | · | -1% | -16% | 5%

Of the compounds above, these have a COOH group.
SMILES | inhibitors of VEEV | PhoP GFP inhibition | M. tuberculosis HTS | tuberculosis growth | influenza NS1A | others
O=C(O)C1CCN(C(=O)c2csc(-c3ccc4c(c3)CCO4)n2)CC1 | 1.1% | -1% | -5% | -25% | 6%
O=C(CSc1nnc(-c2ccncc2)s1)Nc1ccc(Cl)c(C(=O)O)c1 | 0.8% | 3% | 9% | -1% | -9%
O=C(O)CCCC(=O)N1N=C(c2ccccc2)CC1c1cccs1 (stereo not drawn) | 1.0% | 0% | 0% | -2% | 4%

Further entries
SMILES | inhibitors of VEEV | PhoP GFP inhibition | M. tuberculosis HTS | tuberculosis growth | influenza NS1A | others
COc1ccccc1C(=O)NNC(=O)C12CC3CC(CC(C3)C1)C2 | 3.9% | 6% | -7% | -3% | 1%
CC(=O)N1CC(C)Sc2ccc(S(=O)(=O)NCCc3ccccc3)cc21 (stereo not drawn) | i | 0% | 0% | 6% | -3%
CC(C)[C@H](NC(=O)Nc1ccccc1F)C(=O)O | 0.0% | -34% | 6% | 4% | -14%
c1ccc(NCc2ccccn2)cc1 | 0.8% | -5% | -5% | 5% | 10%
COc1cc(OC)cc(C(=O)N[C@H](C(=O)Nc2cc(C)cc(C)c2)C(C)C)c1 | 0.7% | -14% | 2% | 0% | 1%
COc1ccc2c(c1)CC/C(=C\C=C\c1ccccc1OC)C2=O | 5.1% | -5% | 7.8µM* | 37% | 9%
C/C(=N\NC(=O)c1ccco1)c1ccc(NC(=O)c2ccccc2)cc1 | 12% | 7% | 41% | ? | 0% | inhibitors of VEEV 10K pilot screen=7.0
COc1ccccc1C(=O)NC(=O)COc1ccc(Cl)cc1Cl | 7.9% | 4% | -7% | 52% | -19%
CC1CCc2nc(NC(=O)C3CCCO3)sc2C1 (stereo not drawn) | 3.6% | -9% | -3% | 17% | 2%
CCc1ccc(NC(=O)CC2C(=O)NCCN2C(=O)c2ccc(F)cc2)cc1 (stereo not drawn) | 0.9% | -11% | -6% | 2% | -13%
COc1ccc(NS(=O)(=O)c2cc3c(cc2C)N(C(C)=O)CCO3)cc1OC | 0.9% | -3% | -5% | -19% | 0%
CCN(C(=O)c1cc2c(s1)-c1ccccc1OC2)c1cc(OC)ccc1OC | 3.7% | 4% | -1% | 38% | 10%
C[C@H](NC(=O)c1[nH]cnc1C(=O)Nc1ccccc1)C(=O)OC(C)(C)C | 1.1% | -6% | ? | i | 8%
O=C(c1c[nH]c2ccc(S(=O)(=O)N3CCOCC3)cc2c1=O)N1CCN(c2ccccn2)CC1 | 1.3% | · | · | · | 2%
O=C1NC(=O)C2C1C1(Cl)C(Cl)=C(Cl)C2(Cl)C1(Cl)Cl (stereo not drawn) | 1.2% | · | · | · | -6%
N#Cc1ccc(Cn2cc(C=O)c3ccccc32)cc1 | 1.2% | 1% | 8% | 49% | -2%
CCCCCn1c(CN2CCN(Cc3ccccc3)CC2)nc2c1c(=O)n(C)c(=O)n2C | 1.0% | -5% | -6% | 29% | 6%
C/C(=N\NC(=O)CNC(=O)c1ccc(F)cc1)c1ccco1 | 2.1% | 6% | 3% | -5% | -1%
CSc1ccc(CCNC(=O)c2cccc3c2C(=O)N(C2CCCCC2)C3)cc1 | 0.9% | 0% | 11% | 14% | 2%
Cc1cc2nc(-c3ccc(SCC(=O)Nc4ccc(S(=O)(=O)N5CCCC5)cc4)nc3)[nH]c2cc1C | i | 8% | 6% | 4% | -5% | inhibitors of VEEV 10K pilot screen=2.9
COc1ccc(O)c(/C=N/Nc2nc(Nc3ccccc3)nc(-n3nc(C)cc3C)n2)c1 | >13µM* | 14% | ? | ? | -4%
O=C(CNC(=O)c1cccc(Cl)c1)Nc1ccc(F)c(F)c1F | 0.2% | 7% | 17% | 0% | -1%
O=C(CNC(=O)c1cccs1)OCC(=O)c1ccc(Br)cc1 | 0.6% | 6% | -2% | 9% | -4%
Cc1ccc(N2CCN(C(=O)c3nn(C)c4c3CS(=O)(=O)c3ccccc3-4)CC2C)cc1 (stereo not drawn) | 10% | 3% | 17% | 23% | 2%
COc1ccccc1-n1c(SCC(=O)Nc2ccccc2F)nc2[nH]ncc2c1=O | i | -9% | -6% | 26% | 21%
CCOC(=O)c1c(NC(=S)NC)sc2c1CCCC2 | 1.2% | -4% | 37% | 3% | 18%
CN1C(C)(C)CC(NC(=O)CCC(=O)NC2CC(C)(C)N(C)C(C)(C)C2)CC1(C)C | 2.0% | 3% | -2% | -6% | 0%
CCc1ccc(C(=O)Nc2cccc(-c3nn[nH]n3)c2)s1 | 1.7% | -9% | -11% | 23% | -7%
